POLH inh – DNA polymerase eta (human) inhibition; recombinant Pol eta, fluorescent DNA replication assay; Potency, µM (highest dose often 114 µM), inactives show top-dose activity change, negative = inhibition, usual class: inhibitors; 390,000 compounds, 1.2% hits; AID 588591; also: potency is read from the fitted curve at half-maximal effect; % is scaled to controls: 0 for no effect and ±100 for the full control effect
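Pol eta (10 nM) was preincubated with compounds for 15 min at room temperature, after which fluorescent replication substrate (50 nM final) was added to start the reaction. Fluorescence was read kinetically at 0 and 10 min.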
LDHA inh – LDHA (human) enzyme inhibition | P00338 | 480,000 compounds, 0.15% hits | activity change, % (values are at about 110 or 230 µM) | AID 1347041 | purified LDHA, NADH/diaphorase-resazurin fluorescence; stronger effect = lower value; in the data active = activity change below about -30%; inconclusive = mostly about -25% to -30%;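 also: plate controls were DMSO wells for no effect and wells without enzyme for full effect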
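Human LDH5 at 2 nM final in Tris HCl pH 7.4 with 0.06 mM NADH and 0.2 mM pyruvate, reacted 5 minutes at room temperature. Remaining NADH coupled via diaphorase/resazurin; resorufin fluorescence read at 0 and 20 minutes, normalized to enzyme-free and DMSO wells.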
Apoferritin bind – binds horse apoferritin like a general anesthetic; P02791; apoferritin/1-aminoanthracene competitive binding, fluorescence; 350,000 compounds, 0.074% hits; Potency, µM (titrated, usually from 77.5 µM), for inactives: at the highest dose activity change, negative = displacement, usual class: inhibitors; also: potency is read from the fitted curve at half-maximal effect; % is scaled to controls: 0 for no effect and ±100 for the full control effect; nearly all actives have a fitted effect of over 20% in size
Target sequence (P02791 2-175 limits assumed): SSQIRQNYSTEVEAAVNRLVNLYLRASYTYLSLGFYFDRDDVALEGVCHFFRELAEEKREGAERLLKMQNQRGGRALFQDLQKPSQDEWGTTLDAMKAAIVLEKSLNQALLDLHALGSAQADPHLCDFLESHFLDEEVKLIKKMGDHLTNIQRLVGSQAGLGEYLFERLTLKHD
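Horse-spleen apoferritin (10 uM) in 50% saturated 1-aminoanthracene in PBS was incubated 10 min at room temperature with compound. Fluorescence (ex 380, em 535 nm) was normalized to free and bound 1-AMA, with concentration-response fitted by a four-parameter Hill equation.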
Pol beta inh – inhibitors of human DNA polymerase beta | 340,000 compounds, 1.3% hits | Pol beta primer extension/strand displacement, fluorescence kinetic | P06746 | AID 485314 | Potency, µM (doses to about 114 µM), inactives show at the top dose activity change, negative = inhibition, most hits filed as inhibitors; also: potency is read from the fitted curve at half-maximal effect; % is scaled to controls: 0 for no effect and ±100 for the full control effect
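Pol beta (10 nM) and compounds were preincubated 15 min at room temperature, then 50 nM substrate (final) started primer extension/strand displacement. Reads were taken at 0 and 10 min; concentration-response data were fitted to a four-parameter Hill equation.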
Glioma ERSR ind – induces the endoplasmic reticulum stress response in human glioma cells; Potency, µM, without a hit: at the highest dose activation, hits mostly activators; 420,000 compounds, 0.02% hits; AID 602332; U87-MG GRP78 promoter luciferase reporter, 16 h; also: potency is read from the fitted curve at half-maximal effect; series mostly up to about 76 µM; % of control where 0% means no effect; nearly all actives have a fitted effect of over 35% in size
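ERSR induction read as luciferase luminescence (Bright-Glo, 10 min at room temperature) in stably transfected human U87-MG glioma cells exposed to compounds for 16 h, using GRP78 as sensor.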
Pol iota inh – inhibitors of human DNA polymerase iota | Q9UNA4 | Pol iota fluorescent replication assay, 10 min | Potency, µM (highest dose often 115 µM), inactives show top-dose activity, negative = inhibition, actives largely listed as inhibitors | 390,000 compounds, 1% hits; also: potency is read from the fitted curve at half-maximal effect
Target sequence (Q9UNA4 whole entry, looked up): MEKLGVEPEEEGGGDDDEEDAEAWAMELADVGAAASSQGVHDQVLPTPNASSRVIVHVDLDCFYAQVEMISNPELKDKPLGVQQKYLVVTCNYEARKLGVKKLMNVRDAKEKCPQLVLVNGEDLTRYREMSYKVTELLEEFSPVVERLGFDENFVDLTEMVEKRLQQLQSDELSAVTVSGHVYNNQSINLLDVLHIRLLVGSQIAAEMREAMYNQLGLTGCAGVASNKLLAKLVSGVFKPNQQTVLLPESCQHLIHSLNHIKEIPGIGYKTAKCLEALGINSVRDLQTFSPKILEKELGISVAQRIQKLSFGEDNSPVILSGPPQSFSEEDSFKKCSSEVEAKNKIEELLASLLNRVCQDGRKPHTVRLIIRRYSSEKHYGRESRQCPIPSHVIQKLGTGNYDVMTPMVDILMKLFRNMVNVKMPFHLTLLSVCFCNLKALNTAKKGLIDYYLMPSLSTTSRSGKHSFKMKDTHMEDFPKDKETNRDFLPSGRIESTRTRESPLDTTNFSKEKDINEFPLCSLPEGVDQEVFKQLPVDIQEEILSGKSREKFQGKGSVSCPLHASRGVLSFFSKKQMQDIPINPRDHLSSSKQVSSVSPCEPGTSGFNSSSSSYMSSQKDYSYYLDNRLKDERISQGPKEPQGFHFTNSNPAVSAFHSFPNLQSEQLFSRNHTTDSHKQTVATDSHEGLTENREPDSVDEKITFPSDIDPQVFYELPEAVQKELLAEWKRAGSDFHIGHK
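Pol iota at 10 nM preincubated 15 min with compounds at room temperature; reaction started with fluorescent substrate, 50 nM final. Fluorescence read kinetically at 0 and 10 min; buffer-only wells as negative control.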
BLM inh – Bloom syndrome helicase (human) inhibition | Potency, µM (highest dose often 56.1 µM), for inactives: at the top dose activity change, negative = inhibition, hits mostly inhibitors | recombinant BLM DNA unwinding, fluorescence dequenching | AID 2528 | 350,000 compounds, 0.2% hits;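 also: potency is read from the fitted curve at half-maximal effect; plate controls were vehicle for no effect and no enzyme for full effect; nearly all actives have a fitted effect of over 35% in size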
Pol kappa inh – DNA polymerase kappa (human) inhibition; Q9UBT6; purified Pol kappa, fluorescent DNA synthesis assay, 10 min; Potency, µM (doses to about 107 µM), inactives show top-dose activity, negative = inhibition, actives largely listed as inhibitors; 400,000 compounds, 0.53% hits; AID 588579; also: potency is read from the fitted curve at half-maximal effect; % is scaled to controls: 0 for no effect and ±100 for the full control effect
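50 nM final substrate added after 15 min RT preincubation of 10 nM Pol kappa with compound; fluorescence read at 0 and 10 min.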
APEX1 inh – APE1 (human) endonuclease inhibition. recombinant APE1, TAMRA/BHQ-2 abasic DNA cleavage fluorescence. Potency, µM (series often up to 65.8 µM), for inactives: at the top dose activity change, negative = inhibition, usual class: inhibitors. AID 2517. 350,000 compounds, 0.35% hits. P27695;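 also: potency is read from the fitted curve at half-maximal effect; plate controls were vehicle for no effect and reference inhibitor for full effect; nearly all actives have a fitted effect of over 55% in size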
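Kinetic fluorescence read (525 ex/598 em nm, three reads 60 s apart) of AP-site incision; signal = third minus first read. Enzyme 0.75 nM, dual-labelled THF duplex 50 nM, compound preincubation 15 min RT.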
* = called active by the depositor; ? = inconclusive; / = no result given; & = joins results of further samples; [ ] = dose if it differs, or a comment. Unless noted, calls follow the shape of the dose curve; as a rule, active = well fitted curve in the direction sought with a large enough effect; inconclusive = small, poorly fitted or top-dose-only effect, or another doubt; inactive = no such curve, though single readings can be large; an effect the other way counts as inactive or inconclusive.

SMILES	POLH inh	LDHA inh	Apoferritin bind	Pol beta inh	Glioma ERSR ind	Pol iota inh	BLM inh	Pol kappa inh	APEX1 inh
CC(C)C[C@H]1CNC(=S)N1CC1CCCN1C[C@H](CC(C)C)N1C[C@H](Cc2ccc(O)cc2)N(CC2CCCCC2)C1=S (stereo partly specified)	-22%	2	/	/	8%	45%[activator]	/	-9%	/
CC(C)(Oc1ccc(Cl)cc1)C(=O)Nc1ccc2oc(=O)ccc2c1	-25%	?	?	-3%	-2%	12%	-7%	-11%	24%
O=C(COc1ccccc1Br)c1ccc(O)cc1O	-9%	3	?	3%	7%	18%	-6%	-4%	-1%
Cc1ccc([N+](=O)[O-])cc1NC(=O)c1ccoc1C	-7%	-6	-13%	13%	6%	2%	1%	-6%	27%
CC1(C)CC(=O)C(C=NCC2CCCO2)=C(O)C1 (stereo unspecified)	-11%	-6	-5%	-8%	-2%	27%	1%	-1%	-5%
O=C(c1cnccn1)N1CCC[C@@]2(CCN(Cc3nccs3)C2)C1	/	/	/	/	-4%	/	2%	-4%[60.1 µM]	-3%
CSC1=N/C(=C\C=C\c2cccs2)C(=O)S1	18µM*	-3	1%	20µM*	3%	16µM*	-11%	?	?
COc1cccc(NC(=O)COC(=O)c2c(-c3ccccc3)noc2C)c1	-9%	-15	?	-1%	-3%	12%	-6%	-5%	-1%
O=C(COC(=O)c1cc[n+]([O-])cc1)Nc1c(Cl)cccc1C(F)(F)F	-10%	-3	/	/	-6%	24%	/	-12%	8%
O=C(O)CN1C(=O)Nc2ccc(Br)cc2C1c1ccccc1 (stereo unspecified)	-6%	-9	-4%	-1%	-4%	7%	1%	-7%	3%
O=C(CSc1nc(Nc2ccccc2)nc(N2CCOCC2)n1)Nc1ccc([N+](=O)[O-])cc1	-16%	-13	-8%	-28%	-2%	10%	-8%	-13%	1%
COc1cccc(C(=O)OCC(=O)N2CCc3ccccc3C2)c1	-4%	-4	/	/	-2%	44%[activator]	/	-9%	51%[activator]
COc1cc(C)c(NC(=O)C2CCN(S(=O)(=O)c3cccs3)CC2)cc1OC	-2%	2	/	/	0%	-2%	/	-24%	38%
Cc1cc(C)c(S(C)(=O)=O)c(Oc2ccccc2C)n1	-5%	-6	-10%	45%	-3%	?	-1%	-2%	?
CCNC(=S)N1CCN(S(=O)(=O)c2ccc(C)c(C)c2)CC1	-7%	-10	-5%	-27%	-1%	-11%	-9%	2%	15%
O=c1c2cc(Br)ccc2nc(-c2ccccc2)n1O	-2%	-7	-1%	-25%	1%	?	0%	-19%	56%[activator]
CN1CCN(CCCNC(=O)c2cnn(-c3ccccc3)c2C2CCN(C(=O)OC(C)(C)C)CC2)CC1	-1%	-5	-9%	-20%	-1%	-1%	1%	-5%	/
CC(/C=N/NC(=O)CSc1ccccn1)=C\c1ccc(C(C)C)cc1	-18%	-1	?	-7%	6%	13%	-9%	-13%	-1%
CN(C)/C=C1\C(=O)N(c2ccc(Cl)cc2)CS1(=O)=O	-3%	-4	-8%	7%	-6%	22%	-2%	-1%	1%
Cc1ccc(OCC(=O)NNC(=O)C2CSC3(C)CCC(=O)N23)cc1C (stereo unspecified)	-21%	-1	/	/	-2%	26%	/	-3%	15%

Structures listed so far that contain an aryl methoxy group (3):
SMILES	POLH inh	LDHA inh	Apoferritin bind	Pol beta inh	Glioma ERSR ind	Pol iota inh	BLM inh	Pol kappa inh	APEX1 inh
COc1cccc(NC(=O)COC(=O)c2c(-c3ccccc3)noc2C)c1	-9%	-15	?	-1%	-3%	12%	-6%	-5%	-1%
COc1cccc(C(=O)OCC(=O)N2CCc3ccccc3C2)c1	-4%	-4	/	/	-2%	44%[activator]	/	-9%	51%[activator]
COc1cc(C)c(NC(=O)C2CCN(S(=O)(=O)c3cccs3)CC2)cc1OC	-2%	2	/	/	0%	-2%	/	-24%	38%

Additional records follow:
SMILES	POLH inh	LDHA inh	Apoferritin bind	Pol beta inh	Glioma ERSR ind	Pol iota inh	BLM inh	Pol kappa inh	APEX1 inh
COc1c(C)cc(C(=O)C2CCCN(C(=O)c3ccc4cc[nH]c4c3)C2)cc1C (stereo unspecified)	-24%	4	-24%	5%	-2%	82%[activator]	-9%	8%	4%
Cc1ccc(C(=O)CCC(=O)Nc2ncccc2C)cc1	?	1	/	/	-8%	-16%	/	-17%	2%
Cc1ccc(-n2ncc(C#N)c2/N=C/N2CCOCC2)cc1	-10%	-5	5%	?	-4%	23%	-1%	-8%	-1%
Cc1cccc(C)c1NC(=O)CS(=O)CC(=O)N1CCN(c2ccccc2)CC1 (stereo unspecified)	-28%	-7	-1%	-28%	-3%	36%[activator]	1%	3%	24%
COc1ccccc1CCc1nnc(CCC(=O)NC(C)Cc2cccc(C)n2)o1 (stereo unspecified)	-30%	-2	-9%	1%	-2%	11%	-1%	5%	1%
CC1(c2ccc(NC(=O)c3ccccc3F)cc2)CC1(Cl)Cl (stereo unspecified)	?	-1	?	-2%	2%	?	-13%	1%	-4%
CN(C(=S)Nc1ccccc1)c1ccccc1	-3%	-7	-10%	-2%	-3%	-4%	3%	-1%	-1%
N#Cc1c(-c2cccs2)cc(-c2cccnc2)nc1N	-10%	-1	7%	1%	-3%	3%	-5%	-6%	-7%
CCNC(=S)N1CCN=C1Nc1nc(C)cc(C)n1	-12%	-11	-6%	115%	4%	83%[activator]	0%	5%	0%
CCC1C=C(c2ccccc2)C=CN=C1N(CC)CC (stereo unspecified)	-14%	-7	-8%	14%	-2%	9%	1%	-11%	8%
O=C(OCC#CCSc1nc2ccccc2o1)c1ccco1	-16%	-5	6%	-25%	-2%	-13%[58.9 µM]	-3%	-6%	-3%
CCc1ccc2ncc3c(-c4ccc(C)cc4)nn(CC(=O)NCc4ccccc4)c3c2c1	-1%	-7	1%	-3%	0%	-10%	-2%	-17%	/
CCc1cccc(CC)c1NC(=O)C(CC)n1nc(C)n2c(cc3cc(C)ccc32)c1=O (stereo unspecified)	-18%	-4	?	0%	-1%	31%[activator]	-2%	-1%	/
NC(=O)CC(NC(=O)OCc1ccccc1)C(=O)O (stereo unspecified)	-19%	-6	-5%	30%	-2%	6%	1%	-4%	-2%
O=S(=O)(c1ccc2[nH]c3c(c2c1)CCCC3)N1CCCCC1	-17%	4	-20%	3%	-4%	?	-12%	5%	-25%
CCn1c(COc2cccc(OC)c2)nnc1SCC(=O)NCC1CCCO1 (stereo unspecified)	-21%	-9	5%	29%	-1%	68%[activator]	-4%	-1%	0%
Cn1c(=O)c2c(nc(N/N=C3\CCCc4ccccc43)n2Cc2ccc(F)cc2)n(C)c1=O	-10%	4	-9%	-13%	-4%	163%[activator]	-4%	-8%	1%
N#CC1(NC(=O)CSc2nncn2-c2ccccc2F)CCCC1	-5%	-1	/	/	-2%	-9%	/	-19%	-3%
COc1cc(/C=N/NC(=S)Nc2cccc(C(=O)O)c2)ccc1O	-13%	-4	10%	-3%	-14%	7%	4%	-21%	-19%
Cc1ccccc1Cn1c(CN2CCC(C(=O)NCCc3ccccc3)CC2)cc2ccccc21	-19%	-6	62%[activator]	1%	-5%	27%	-7%	-11%[60.1 µM]	/
Cc1cc(C)cc(-n2nnnc2SCC(=O)Nc2cccc(NC(=O)c3ccco3)c2)c1	-11%	-13	-19%	2%	-5%	8%	-8%	-2%	0%
CCn1c2ccccc2c2cc(NC(=O)C(C)Oc3ccc(OC)cc3)ccc21 (stereo unspecified)	-11%	6	4%	-1%	2%	2%	-9%	-14%	-11%
CC12CN3CC(C)(CN(C1)C3c1ccc3c(c1)OCO3)C2O (stereo unspecified)	-4%	-4	2%	0%	0%	-3%	1%	3%	10%
COc1ncc2nc(-c3cccc(C#N)c3)c(=O)n(CCC#N)c2n1	/	/	/	/	-3%	/	-2%	0%[60.1 µM]	2%
COc1cccc(OC)c1C(=O)Nn1c(-c2cccs2)nc2ccccc2c1=O	-11%	1	-19%	2%	-5%	22%	7%	2%	-6%
Cc1c(Cl)cccc1NC(CC(=O)c1ccccc1)C(=O)OCC(=O)c1cccs1 (stereo unspecified)	-4%	-3	-7%	8%[57.1 µM]	9%	11%	-1%	-1%	-2%
Cc1c(C(=O)Nc2ccc(S(=O)(=O)Nc3ncccn3)cc2)oc2ccc(F)cc12	-5%	-13	-2%	6%	-3%	4%	-1%	-14%	2%
COc1ccc(C(c2nnnn2C2CCCC2)N2CCN(C3CCCC3)CC2)cc1OC (stereo unspecified)	-7%	-4	-10%	-6%	-7%	?	-5%	-7%	-3%
CC(C)(C)NC(=O)COC(=O)c1c2c(nc3ccccc13)CCC2	50µM*	2	6%	45µM*	-5%	?	-22%	-43%	-5%
COc1ccc2nc(NC3=NCCC3)sc2c1	-11%	-4	-13%	0%	-5%	-19%	3%	-3%	-4%
COc1ccc(S(=O)(=O)n2cnc3ccccc32)c(C)c1	-28%	-4	1%	31%	2%	-4%	-3%	-14%	11%
CCCn1c(SCC(=O)Nc2cccc(C)n2)nnc1-c1ccco1	9%	-4	-15%	32%	-2%	-7%	-2%	-7%	-5%
Cc1ccc(NC(=O)CSc2nc3c(c(=O)[nH]2)CCC3)cc1C	-14%	-6	?	-1%	6%	1%[58.9 µM]	-6%	-12%	1%
CNc1ccnc(-c2cccc(NS(C)(=O)=O)c2)n1	/	/	/	/	1%	/	1%	5%[60.1 µM]	0%
CN(C(=O)COC(=O)c1cncc(Br)c1)C1CCS(=O)(=O)C1 (stereo unspecified)	-23%	3&-4	-4%	3%	-3%	66%[activator]	0%	-1%	0%
CC(C)CCN1C(=O)c2ccc(C(=O)Nc3ccccn3)cc2C1=O	?	1	-12%	10%	-1%	?	-3%	-1%	48%[activator]
COC(=O)c1cnn(-c2ccc(F)cc2F)c1/C=N/NC(=S)NC(C)(C)C	?	-1	-12%	-2%	-4%	130%[activator]	-17%	-1%	-3%

Bioassay records deposited in PubChem BioAssay by National Center for Advancing Translational Sciences (NCATS).

Only part of the results is shown; the hit share may differ from the screen's.
